# Bioassay records (PubChem)
# IDE cell inh = inhibitors of human insulin-degrading enzyme in cells. P14735. HEK cells, FAbetaB cleavage, fluorescence polarization. inhibition, % at 5.59 µM. 0.41% of 320,000 active. AID 434962;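 active means percent inhibition above the average of all tested compounds plus 3 SD, set per screening campaign, cut at about 16% in these data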;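 further: IDE supplied by intact live HEK cells; FP after avidin binding of uncleaved biotin substrate so inhibition keeps polarization high; 0% = DMSO wells and 100% = 60 µM reference IDE inhibitor Ii1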
# Target sequence (P14735 whole entry, looked up): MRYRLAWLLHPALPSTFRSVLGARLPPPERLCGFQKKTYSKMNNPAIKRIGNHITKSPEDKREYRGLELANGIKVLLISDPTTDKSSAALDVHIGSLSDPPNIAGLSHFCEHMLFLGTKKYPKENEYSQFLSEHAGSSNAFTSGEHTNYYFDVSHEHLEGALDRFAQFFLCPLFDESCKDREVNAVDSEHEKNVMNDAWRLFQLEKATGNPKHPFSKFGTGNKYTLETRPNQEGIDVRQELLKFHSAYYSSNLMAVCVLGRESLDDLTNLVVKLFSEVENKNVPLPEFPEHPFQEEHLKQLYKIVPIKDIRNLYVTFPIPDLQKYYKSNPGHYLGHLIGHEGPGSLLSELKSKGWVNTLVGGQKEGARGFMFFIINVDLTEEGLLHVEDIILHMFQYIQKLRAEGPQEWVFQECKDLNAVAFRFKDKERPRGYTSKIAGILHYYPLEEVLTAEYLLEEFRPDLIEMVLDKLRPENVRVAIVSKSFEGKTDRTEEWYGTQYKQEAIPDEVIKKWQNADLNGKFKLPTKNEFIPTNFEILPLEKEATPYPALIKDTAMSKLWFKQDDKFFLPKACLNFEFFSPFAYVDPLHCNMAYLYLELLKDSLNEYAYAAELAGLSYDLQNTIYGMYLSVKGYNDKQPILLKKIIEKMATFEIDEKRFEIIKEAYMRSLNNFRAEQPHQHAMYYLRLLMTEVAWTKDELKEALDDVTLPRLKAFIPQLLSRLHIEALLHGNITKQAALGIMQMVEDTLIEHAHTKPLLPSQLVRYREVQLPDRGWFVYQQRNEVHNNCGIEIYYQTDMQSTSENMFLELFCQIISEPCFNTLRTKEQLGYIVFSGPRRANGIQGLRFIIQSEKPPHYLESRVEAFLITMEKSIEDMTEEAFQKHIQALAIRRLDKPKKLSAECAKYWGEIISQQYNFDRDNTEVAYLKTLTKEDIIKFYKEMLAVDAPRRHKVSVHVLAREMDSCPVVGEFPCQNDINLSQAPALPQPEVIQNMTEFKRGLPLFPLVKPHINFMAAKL
# IDE act = boosts human insulin-degrading enzyme activity in HEK cells; P14735; FAbeta-B cleavage, fluorescence polarization; 0% vehicle, 100% cell-free pure enzyme wells; activation, % at 5.96 µM; 0.073% of 340,000 active; AID 493087;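 active means activation above the mean of all tested compounds plus 3 SD, set per screening campaign, cut at about 17% in these data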
# The depositor's hits bear a star. An excerpt. The share of hits here may be higher or lower than overall.
IDE act	IDE cell inh	SMILES
5	2	COc1ccc(OCC(O)CN2CCC(CN3C(=O)c4cccc5cccc(c45)C3=O)CC2)cc1 (stereo unspecified)
0	-3	CC(NCC(=O)Nc1cc(S(=O)(=O)N2CCOCC2)ccc1N1CCOCC1)c1ccco1 (stereo unspecified)
3	0	O=C(COC(=O)/C=C/c1ccc(S(=O)(=O)N2CCOCC2)cc1)Nc1ccc(F)c(F)c1F
5	-7	COc1ccc(-c2ccc(-c3nc4ccc(C)cn4c3NC3CCCCC3)cc2OC)cc1
2	6	CS(=O)(=O)Nc1ccccc1C(=O)OCC(=O)NCc1cccs1
2	2	Cc1ccc(NC(=O)CSc2nnc(-c3cccnc3)o2)c(C)c1
4	-2	COc1ccc(-c2nn(-c3ccccc3)cc2C(=O)N2CCN(S(=O)(=O)c3cccc(F)c3)CC2)cc1
2	-3	COc1ccc(N(CCC(=O)NCCc2ccccc2)S(=O)(=O)c2ccc(C)cc2C)cc1
4	-6	CCN(C(=O)COC(=O)c1cc(S(=O)(=O)N2CCOCC2)ccc1F)C1CCS(=O)(=O)C1 (stereo unspecified)
-3	4	CCOc1ccc(C(=O)NNC(=O)C2CC(=O)N(c3ccc(C)cc3)C2)cc1 (stereo unspecified)
-4	6	Cc1ccc(SCC(=O)NNC(=O)CCS(=O)(=O)c2ccccc2)cc1
2	-7	COc1cc(OC)cc(C(=O)Nc2ncn[nH]2)c1
8	1	CC(O)[C@H]1CC[C@H]2[C@@H]3CC[C@H]4C[C@H](O)CC[C@]4(C)[C@H]3[C@H](O)C[C@]12C (stereo partly specified)
5	5	COc1ccccc1N1CCN(c2ccc(S(=O)(=O)N3CCN(C)CC3)cn2)CC1
1	-1	Cc1cccc(OCC(=O)N(C)CC(=O)Nc2cccc(F)c2)c1C
4	6	CC(C)N(C(=O)COC(=O)c1cccnc1Cl)c1ccccc1
4	1	CCN1C(=O)[C@@H]2[C@@H](c3ccc(-c4ccc(OC)cc4)cc3)N3CCC[C@@]3(C(=O)OC)[C@@H]2C1=O
4	3	CN1CCN(c2ccc(S(=O)(=O)N3CCCCC3)cc2NC(=O)COc2ccc(F)cc2)CC1
3	-2	COc1ccc(NC(=O)CN2C(=O)NC(C)(C3CC3)C2=O)cc1S(=O)(=O)N1CCCCC1 (stereo unspecified)
5	0	CCN1CCN(c2ccc(S(=O)(=O)N3CCOCC3)cc2NC(=O)c2ccc(C)cc2C)CC1
-4	8	[O-][n+]1c2ccccc2c2n1CCN=C2c1ccc(Cl)cc1
-1	-4	CCCN1CCN(C(=O)c2ccc(-c3ccc([N+](=O)[O-])cc3)o2)CC1
1	-2	O=C(CSC1=NS(=O)(=O)c2cc(Cl)ccc2N1)Nc1ccccc1C(F)(F)F
7	-9	Nc1ncnc2c1ncn2[C@@H]1O[C@H](CNCc2cccn2-c2nccs2)[C@@H](O)[C@H]1O
3	-4	CC(C)CC(=O)Nc1ccc(C(=O)COC(=O)C2CC(=O)N(Cc3ccccc3)C2)cc1 (stereo unspecified)
0	1	CN(CC(=O)Nc1cccc(F)c1)C(=O)COc1ccc2c(c1)CCC2
5	1	O=C(Nc1ccc(Cl)cc1)c1nc[nH]c1C(=O)NCCCCNC(=O)c1[nH]cnc1C(=O)Nc1ccc(Cl)cc1
-1	1	COc1cc2sc3ccc(C#Cc4ccc(N)cc4)cc3c(=O)c2cc1OC
3	-2	COc1ccc(C(=O)Nc2ncc(C)s2)cc1S(=O)(=O)N1CCOCC1
10	-4	CCCCC1(c2ccc(F)cc2)NC(=O)N(CC(=O)Nc2ccc(N3CCOCC3)cc2)C1=O (stereo unspecified)
2	-1	CCCCNc1c(-c2ccc(OC)c(SC3CCCCC3)c2)nc2cnccn12
5	3	COc1cc(C(=O)COC(=O)C2CCCCC2)cc(OC)c1OC
2	-2	Cc1nn(Cc2ccccc2)c(C)c1CNC(=O)c1ccc(F)c(S(=O)(=O)N2CCOCC2)c1
0	-2	CN(C(=O)COC(=O)c1ccc(Cl)c(S(=O)(=O)N2CCCCC2)c1)C1(C#N)CCCCC1
-1	2	Cc1ccc(S(=O)(=O)N2[C@@H](c3ccc(F)cc3)C(C(=O)O)=CC[C@H]2c2ccc(C(C)C)cc2)cc1
5	-5	O=C(NC1CCS(=O)(=O)C1)c1cccc(Cl)c1 (stereo unspecified)

# Part of the list above in order of heavy-atom count, largest number first.
IDE act	IDE cell inh	SMILES
2	-2	Cc1nn(Cc2ccccc2)c(C)c1CNC(=O)c1ccc(F)c(S(=O)(=O)N2CCOCC2)c1
0	-2	CN(C(=O)COC(=O)c1ccc(Cl)c(S(=O)(=O)N2CCCCC2)c1)C1(C#N)CCCCC1
2	-1	CCCCNc1c(-c2ccc(OC)c(SC3CCCCC3)c2)nc2cnccn12
3	-2	COc1ccc(C(=O)Nc2ncc(C)s2)cc1S(=O)(=O)N1CCOCC1
5	-5	O=C(NC1CCS(=O)(=O)C1)c1cccc(Cl)c1 (stereo unspecified)

# Next section.
IDE act	IDE cell inh	SMILES
2	2	O=C(Cc1ccc([N+](=O)[O-])cc1)Nc1cccc(C(=O)N2CCOCC2)c1
-3	7	COc1ccc(S(=O)(=O)NC2CC(=O)N(c3cccc(F)c3)C2)cc1OC (stereo unspecified)
5	5	Cc1cccc2nc(C(=O)Nc3cc(Cl)ccc3-n3cncn3)cn12
3	-6	CCCCNC(=O)C(CC)(ONc1ccccc1C(F)(F)F)c1ccccc1 (stereo unspecified)
2	1	CCN(CC)c1ccc(NC(=O)C2=CC=CN3CCS(=O)(=O)N=C23)cc1
4	-4	O=C(c1cc(S(=O)(=O)N2CCN(c3ccccc3)CC2)ccc1Cl)N1CCCC(C(F)(F)F)C1 (stereo unspecified)
-1	1	CCCCN(C(=O)c1[nH]c(C)c(C(C)=O)c1C)c1c(N)n(CCCC)c(=O)[nH]c1=O
-3	4	O=C(O)c1n[nH]c2c1CC(C1CCCCC1)CC2 (stereo unspecified)
3	-2	CCOc1ccc(NS(=O)(=O)c2ccc(C(=O)NCC(C)(C)N3CCOCC3)cc2)cc1
1	4	COc1ccccc1N1CCN(CCN2C(=O)CC3(CCCC3)CC2=O)CC1
3	-2	CCOC(=O)C[C@H]1c2ccccc2S(=O)(=O)N1Cc1cccc(C(F)(F)F)c1
8	1	Cc1ccc(-c2nnc(NC(=O)C3=COCCO3)o2)c(C)c1
0	-1	COc1ncc(-c2ccc3c(c2)S(=O)(=O)c2cccc(C(=O)NCc4ccco4)c2C3=O)cn1
0	-9	O=C(CSc1nc2ccccc2c(=O)[nH]1)Nc1ccc([N+](=O)[O-])cc1
-9	11	Cc1cc(C)cc(NC(=O)CCc2nc3sc4c(c3c(=O)[nH]2)CCCC4)c1
0	4	CSc1cccc(NC(=O)COC(=O)c2ccccn2)c1
1	-1	Cc1ccc(C)c(S(=O)(=O)N2CCCC2CNC(=O)C(=O)NCc2ccccn2)c1 (stereo unspecified)
0	4	Cc1ccc(S(=O)(=O)NC2CCCCC2)cc1
5	-7	COC(=O)[C@@]12CCCCN1[C@H](c1ccc(SC3CCCCC3)cc1)[C@H]1C(=O)N(C)C(=O)[C@H]12
4	-1	O=C(CN1C(=O)S/C(=C/c2cccs2)C1=O)N1CCCC1
6	10	C[C@@H]1[C@H](O)C[C@@]23COC(=O)C2=CCCC3[C@@]1(C)CCC1COC(=O)C1 (stereo partly specified)
-17	8	C/C(=N/Nc1ccnc2cc(Cl)ccc12)c1ccc(O)cc1
-2	-2	CCCNC(=O)C(Cc1ccccc1)NC(=O)Cc1ccccc1 (stereo unspecified)
0	10	O=C(CCNC(=O)c1ccc([N+](=O)[O-])cc1)NCc1cccs1
5	-2	CCCN(Cc1nc2cc(Cl)ccc2c(=O)[nH]1)C(=O)c1ccc(S(=O)(=O)N2CCCC2)cc1
1	4	CSc1ncccc1C(=O)OCC(=O)NC1CCCC1
4	7	O=C(CSc1ccc(F)cc1)Nc1cccc(S(=O)(=O)N2CCOCC2)c1
0	0	O=C(COc1ccccc1)OCC(=O)c1ccc(S(=O)(=O)N2CCCCC2)cc1
7	1	Cc1noc(C)c1COc1ccccc1C(=O)NCCc1ccc(Cl)cc1
3	5	COC(=O)CCc1ccc(OCC(O)CNC(C)C)cc1 (stereo unspecified)
4	-1	Cc1cccc(NC(=O)c2ccc(OCc3c(C)noc3C)cc2)c1
-6	-5	CCCn1c(SCC(=O)Nc2cc(Cl)ccc2OC)nc(O)cc1=O
4	-5	COc1ccc(CNC(=O)c2ccc(NS(=O)(=O)c3ccc4[nH]c(=O)[nH]c4c3)cc2)cc1OC
5	2	O=C(Nc1cc(Cl)ccc1-n1cncn1)c1cc(F)cc(F)c1
4	1	CN(C)c1nc(OCc2ccccc2)c2ncc(=O)[nH]c2n1
5	-1	COc1cccc(CNC(=O)c2ccc(C)c(S(=O)(=O)N3CCCCC3)c2)c1
-6	2	CN(C(=O)COC(=O)C1CCN(S(=O)(=O)c2c(Cl)cccc2Cl)CC1)C1CCS(=O)(=O)C1 (stereo unspecified)
-4	2	O=C(C[C@@H]1C/C=C\C[C@H](NC(=O)OCC2c3ccccc3-c3ccccc32)C(=O)OC[C@H]2CCCN2C1=O)N[C@@H](CO)Cc1ccccc1
-2	-1	Cc1cc(NC(=O)COC(=O)c2cc([N+](=O)[O-])ccc2N2CCOCC2)ccc1Br
-4	14	CN(C(=O)C1CCN(S(=O)(=O)c2ccccc2)CC1)c1c(N)n(Cc2ccccc2)c(=O)[nH]c1=O
-2	4	CCN(CC)S(=O)(=O)c1cc(NC(=O)CCc2c(C)noc2C)ccc1C
4	7	Cc1ccnc(NC(=O)CNC(=O)COc2ccccc2)c1
1	-1	CCOc1ccccc1OCC(=O)Nc1cc(S(=O)(=O)N2CCCCC2)ccc1N1CCN(CC)CC1
1	3	CC(C)(C)OC(=O)C[C@H]1C/C=C\C[C@@H](CC(=O)N(CCO)Cc2ccccc2)C(=O)N[C@H](Cc2ccccc2)COC1=O
3	0	Cc1ccc(NC(=O)COC(=O)CN2CCCCCC2=O)c(C)c1
-2	-3	CCN1C(=O)[C@H]2[C@@H](c3ccc(-c4ccc(F)cc4)cc3)N[C@@](C)(C(=O)OC)[C@H]2C1=O
-8	16*	CN(C)c1ccc(/C=C(\C#N)C(=O)OCC(=O)N(C)C2CCS(=O)(=O)C2)cc1 (stereo unspecified)
1	0	Cc1nnc(SCC(=O)NCC2CCCO2)n1Cc1ccccc1 (stereo unspecified)
-4	-2	Cc1ccsc1C(=O)Nc1ccc(S(=O)(=O)N2CCOCC2)cc1
4	-5	N#Cc1ccc(C(=O)N(Cc2ccco2)c2c(N)n(Cc3ccccc3)c(=O)[nH]c2=O)cc1
7	2	C[C@@H](NCCc1ccc(O)cc1)[C@@H](O)c1ccc(O)cc1
4	-5	CCc1noc(C)c1C(=O)OCC(=O)NCc1ccccc1
8	-4	CN(CC(=O)Nc1ccccc1Cl)C(=O)COC(=O)/C=C/c1ccccc1
3	-2	CC(C)CC1Nc2ncnc(N3CCOCC3)c2N(Cc2ccccc2)C1=O (stereo unspecified)
2	-3	COc1cc(C(=O)OCC(=O)Nc2cccc(S(=O)(=O)N3CCOCC3)c2)ccc1OCC(C)C
3	-6	O=C(NCc1ccccc1CN1CCCC1)C1CCN(C(=O)c2ccc(F)cc2)CC1
1	-1	CCOc1ccc(NC(=O)CN(C)C(=O)c2cc(S(=O)(=O)N3CCCCC3)ccc2C)cc1OCC
0	1	CC(C)CCNC(=O)c1onc(CSc2ccccn2)c1C(=O)NCCC(C)C
2	-11	Cc1ccc(S(=O)(=O)N(C)CC(=O)Nc2ncccc2C)cc1
-1	-1	N#Cc1ccc(OCc2cccc(S(=O)(=O)N3CCOCC3)c2)cc1

# Further compounds follow:
IDE act	IDE cell inh	SMILES
-11	4	C=CCN(c1ccccc1)S(=O)(=O)c1cccc(C(=O)NCc2ccncc2)c1
5	-2	COc1cc(=O)oc(-c2ccccc2)c1C(C)=O
8	-4	Cc1ccc(CNC(=O)Cn2cnc3c(OCc4ccccc4)ncnc32)o1
-3	-7	Cc1cc(C)c(C)c(S(=O)(=O)N2CCN(C(=O)c3ccccc3OCc3c(C)noc3C)CC2)c1C
4	12	Cc1ccc(NC(=O)CN(C)C(=O)c2cc(-c3ccco3)nc3ccccc23)cc1
9	2	O=c1oc(-c2ccc(O)c(O)c2)cc2cc(O)cc(O)c12
-1	0	CC(C)(C)C(C(=O)Oc1ccccc1)c1ccccc1 (stereo unspecified)
4	4	COc1cc(CC(=O)OCC(=O)c2ccc[nH]2)cc(OC)c1OC
2	-3	O=C(COC(=O)C1COc2ccccc2O1)Nc1cccc(F)c1 (stereo unspecified)
2	9	COc1ccc2sc(-c3ccccc3OC)c(-c3ccc(O)cc3)c2c1
0	6	CCc1nc2ccccc2n1CC(=O)OCC(=O)N(CC(C)C)c1c(N)n(Cc2ccccc2)c(=O)[nH]c1=O
4	-4	CSc1ncccc1C(=O)Nc1cccc(S(=O)(=O)N2CCCCC2)c1
3	-4	CC(=O)c1sc(NC(=O)CS(=O)(=O)c2ccc(F)cc2)nc1C
1	1	O=C(Nc1ccccn1)c1ccc(Cl)c(S(=O)(=O)N2CCCCCC2)c1
4	1	CCCCN(C(=O)C1CC(=O)N(Cc2ccc(C)cc2)C1)c1c(N)n(CCCC)c(=O)[nH]c1=O (stereo unspecified)

# Reformatted: entries from further up.
SMILES	IDE act	IDE cell inh
Cc1ccc(CNC(=O)Cn2cnc3c(OCc4ccccc4)ncnc32)o1	8	-4
Cc1ccc(NC(=O)CN(C)C(=O)c2cc(-c3ccco3)nc3ccccc23)cc1	4	12
Cc1cc(C)c(C)c(S(=O)(=O)N2CCN(C(=O)c3ccccc3OCc3c(C)noc3C)CC2)c1C	-3	-7
C=CCN(c1ccccc1)S(=O)(=O)c1cccc(C(=O)NCc2ccncc2)c1	-11	4
